# HCV inhibitor: HCV inhibition; Potency, µM (top dose mostly 41.8 µM), for inactives: at the highest dose activity change, negative = inhibition, most hits filed as inhibitors; AID 651820; actives 3.4% (n = 340,000); Huh7.5.1 HCVcc-Cre infection, luciferase reporter, 44 h; also: potency is read from the fitted curve at half-maximal effect; % is scaled to controls: 0 for no effect and ±100 for the full control effect
#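 1,000 cells/well; 4 h culture; + compound; + HCVcc-Cre (~0.5 moi); 44 h; luciferase substrate, RT 15 min; read 15 sec.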
# Pf growth 48h: P. falciparum growth inhibition at 48 hours (one generation). P. falciparum luciferase growth in erythrocytes, 48 h. Potency, µM (doses to about 28.7 µM), without a hit: at the top dose activity change, negative = inhibition, actives largely listed as inhibitors. actives 5.9% (n = 310,000). AID 504832; also: potency is read from the fitted curve at half-maximal effect; % is scaled to controls: 0 for no effect and ±100 for the full control effect
#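 Luciferase-expressing parasites in RBCs, 2% Hct / 0.1% parasitemia final; RPMI 1640 + 0.5% Albumax; 37 C, 5% CO2, one generation; luminescence read-out, lower signal = inhibition.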
# Shiga toxin inh: Shiga toxin inhibition. Vero cells, Shiga toxin protein synthesis inhibition reporter. inhibition, % at 38.7 µM. actives 9.2% (n = 290,000); in the data active = inhibition mostly above about 28%, no sharp cut-off; inactive = mostly below about 43%; also: 0% is about no effect
# Pf growth 96h: P. falciparum growth inhibition at 96 hours; P. falciparum luciferase reporter growth, 96 h; AID 504834; actives 6.9% (n = 320,000); Potency, µM (highest dose often 28.7 µM), inactives show at the highest dose activity change, negative = inhibition, actives largely listed as inhibitors; also: potency is read from the fitted curve at half-maximal effect; % is scaled to controls: 0 for no effect and ±100 for the full control effect
#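 Erythrocytes infected with luciferase-expressing P. falciparum were dispensed at 2% hematocrit and 0.05% parasitemia (final), then incubated with compounds 96 hours at 37 C in 5% CO2. Luminescence after detection reagent addition reported growth.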
# Tb PYK inh: blocks Trypanosoma brucei pyruvate kinase | Q57TT1 | TbPYK enzyme, Kinase-Glo Plus ATP luminescence, 45 min | Potency, µM (doses to about 76.8 µM), for the others: at the highest dose activity, negative = inhibition, actives largely listed as inhibitors | actives 0.12% (n = 410,000) | AID 624173; also: potency is read from the fitted curve at half-maximal effect; % is scaled to controls: 0 for no effect and ±100 for the full control effect; nearly all actives have a fitted effect of over 50% in size
#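 Assay buffer: 50 mM TEA pH 7.2, 100 mM KCl, 10 mM MgCl2, 0.05% BSA, 0.01% Tween-20. Pyruvate kinase from T. brucei plus substrate met compound, then ADP (130 uM final). Luminescence was read post 45 min RT.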
# LmPK inh: blocks Leishmania mexicana pyruvate kinase activity. purified LmPK, Kinase-Glo ATP luminescence, 1 h. Q27686. actives 0.37% (n = 290,000). AID 1721. Potency, µM (doses to about 57.5 µM), inactives show at the highest dose activity change, negative = inhibition, usual class: inhibitors; also: potency is read from the fitted curve at half-maximal effect; % is scaled to controls: 0 for no effect and ±100 for the full control effect
# Target sequence (Q27686 whole entry, looked up): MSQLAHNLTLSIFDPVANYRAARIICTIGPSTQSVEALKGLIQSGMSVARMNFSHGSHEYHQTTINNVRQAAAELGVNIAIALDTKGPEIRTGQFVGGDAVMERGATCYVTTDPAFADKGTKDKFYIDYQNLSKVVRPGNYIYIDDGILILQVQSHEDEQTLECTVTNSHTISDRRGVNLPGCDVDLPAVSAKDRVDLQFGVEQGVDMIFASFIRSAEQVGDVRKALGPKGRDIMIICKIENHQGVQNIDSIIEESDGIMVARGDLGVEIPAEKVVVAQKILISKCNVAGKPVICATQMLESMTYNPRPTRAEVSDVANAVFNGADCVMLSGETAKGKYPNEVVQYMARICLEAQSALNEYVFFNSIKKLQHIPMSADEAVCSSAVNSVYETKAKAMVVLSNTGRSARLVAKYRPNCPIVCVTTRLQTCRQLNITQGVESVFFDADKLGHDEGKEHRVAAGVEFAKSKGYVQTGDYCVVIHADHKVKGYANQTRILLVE
#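 qHTS format; LmPK 0.1 nM; substrates PEP 0.5 mM and ADP 0.1 mM. One-hour room-temperature incubation, then coupled luciferase luminescence; 0.5 nM enzyme wells mark activation.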
# Cycloheximide cs: counter-screen hit for Shiga toxin inhibitors, cycloheximide. cell reporter, cycloheximide protein synthesis inhibition counterscreen. max response, %. AID 2314. actives 12% (n = 300,000); in the data active = max response mostly above about 13%, no sharp cut-off; inactive = mostly below about 14%; also: read at 38.3 µM for the half of the compounds with a filed dose; 0% is about no effect
# Numbers without * were called inactive; ? = inconclusive; / = not tested or not shown; + = active, no number; [ ] = remark or other dose. Unless noted, calls follow the shape of the dose curve; as a rule, active = well fitted curve in the direction sought with a large enough effect; inconclusive = small, poorly fitted or top-dose-only effect, or another doubt; inactive = no such curve, though single readings can be large; an effect the other way counts as inactive or inconclusive.
SMILES,HCV inhibitor,Pf growth 48h,Shiga toxin inh,Pf growth 96h,Tb PYK inh,LmPK inh,Cycloheximide cs
Cc1cc(C)c(C(=O)CC2(O)C(=O)Nc3ccccc32)cc1C (stereo unspecified),?,/,10.6,-1.4%,-2.6%,7.5%,-0.7
C=CCNC(=S)NNC(=O)CC12CC3CC(CC(C3)C1)C2,20.8%,9.4%,20.6,?,-11.3%,3.9%,2.1
O=C(NCCOc1ccccc1-c1ccccc1)c1ccco1,-5.9%,?,-1.8,25.2%,2.1%,1.2%,-2.8
O=C(Cc1ccsc1)N1CCN(S(=O)(=O)c2ccccc2F)CC1,18.3%,38.9%[activator],/,-3.6%,-1.5%,/,/
Cc1ccc(-n2c(SCC(N)=O)nnc2-c2ccc(S(=O)(=O)N3CCCCC3)cc2)c(C)c1,?,-25.5%,-13.2,/,-20.4%,6.0%,-4.2
O=C(CN1CCC(NC(=O)c2ccc(F)cc2)CC1)NCc1ccccc1F,-16.5%,-11.6%,-1.4,54.0%[activator],5.4%,-3.9%,-1.0
Cc1cc(CN(C)C(=O)CC2C(=O)NCCN2Cc2ccc(F)c(F)c2)on1 (stereo unspecified),7.9%,5.2%,1.4,23.5%,6.5%,5.6%,-1.9
Cc1ccc2nc(SCC(=O)Nc3cc(C)on3)nc(=O)n2c1,-1.4%,?,/,6.0%,0.5%,/,/
Nc1ccc(C(=O)N/N=C\c2ccc(OC(=O)c3ccccc3Cl)cc2)cc1,-8.1%,33.7%[activator],21.1,15.1%,2.3%,9.2%,37.6*
CN(N)C(=S)Nc1ccc(Cl)cc1,20.6%,5.6%,15.1,-2.3%,-4.6%,2.3%,8.6
CCCc1cc2c(cc1NS(=O)(=O)c1ccc(CCNC(C)=O)cc1)OCO2,6.4%,-4.2%,-2.7,2.2%,-9.5%,1.1%,-4.5
Cc1nc2ccccc2c2oc(C(=O)NCCCN3CC(C)CC(C)C3)cc12 (stereo unspecified),?,?,-5.3,?,-2.6%,-2.0%,-3.2
Nc1ccc(C(=O)N2CCN(S(=O)(=O)c3ccc(Cl)cc3)CC2)cc1[N+](=O)[O-],12.6%,13.1µM*,/,?,1.6%,/,/
CC[C@H](C)[C@@H](C(=O)N1CCNCC1)n1cc([C@@H](N)CO)nn1,-5.4%[8.37 µM],1.5%,-3.6,65.6%[activator],0.4%,2.0%,-1.9
O=C1c2ccccc2C2(c3ccc(Cl)cc3)NCCN12 (stereo unspecified),19.3%,-14.5%,-15.7,13.1µM*,-5.1%,2.3%,-4.2
Cc1cc(O)c2c(-c3ccccc3)cc(=O)oc2c1,-27.2%,-1.5%,-4.9,13.2%,0.3%,-5.2%,-1.5
C/C(Nc1ccc(C)cc1)=C(/C#N)C(N)=O,16.6%,/,18.9,35.3%[activator],-12.6%,-8.7%,4.0
CCCCc1c(O)nc(SC2CC(=O)N(c3ccc(C(=O)OCC)cc3)C2=O)[nH]c1=O (stereo unspecified),3.5%,-1.2%,11.6,?,1.3%,-2.1%,-3.2
Cc1ccc(C)c(N2CCN(C(=O)c3ccc(CSc4nc5ccncc5[nH]4)cc3)CC2)c1,?,?,-8.5,-29.7%,-10.5%,-0.5%,0.5
COc1ccc(/C=C/C=C2\N=C(SC)SC2=O)cc1,20.2%,-3.1%,5.1,2.4%,-2.4%,-19.5%,-0.9

# Next part; the last 6 above are carried over.
SMILES,HCV inhibitor,Pf growth 48h,Shiga toxin inh,Pf growth 96h,Tb PYK inh,LmPK inh,Cycloheximide cs
O=C1c2ccccc2C2(c3ccc(Cl)cc3)NCCN12 (stereo unspecified),19.3%,-14.5%,-15.7,13.1µM*,-5.1%,2.3%,-4.2
Cc1cc(O)c2c(-c3ccccc3)cc(=O)oc2c1,-27.2%,-1.5%,-4.9,13.2%,0.3%,-5.2%,-1.5
C/C(Nc1ccc(C)cc1)=C(/C#N)C(N)=O,16.6%,/,18.9,35.3%[activator],-12.6%,-8.7%,4.0
CCCCc1c(O)nc(SC2CC(=O)N(c3ccc(C(=O)OCC)cc3)C2=O)[nH]c1=O (stereo unspecified),3.5%,-1.2%,11.6,?,1.3%,-2.1%,-3.2
Cc1ccc(C)c(N2CCN(C(=O)c3ccc(CSc4nc5ccncc5[nH]4)cc3)CC2)c1,?,?,-8.5,-29.7%,-10.5%,-0.5%,0.5
COc1ccc(/C=C/C=C2\N=C(SC)SC2=O)cc1,20.2%,-3.1%,5.1,2.4%,-2.4%,-19.5%,-0.9
COc1cccc(OCC(=O)NNC(=O)CCc2ccccc2)c1,5.9%,16.4%,-5.3,23.6%,2.5%,-3.3%,-4.4
CC1CCCCN1C(=O)CSc1nc2ccsc2c(=O)n1Cc1ccccn1 (stereo unspecified),3.3%,38.4%[activator],39.9*,69.6%[activator],-0.3%,7.0%,13.9
Nc1nn(-c2ccccc2)c(N)c1N=Nc1ccccc1F,?,320.1%[activator],+,470.9%[activator],-3.2%,0.5%,49.8*
O=C(Nc1ccc(Br)c2cccnc12)c1ccc(Cn2cc([N+](=O)[O-])cn2)o1,6.2%,/,-4.4,?,0.9%,-1.7%,-4.0
CC(=O)C1=C(O)C(=O)N(Cc2cccnc2)C1c1ccc(O)cc1 (stereo unspecified),3.5%,6.2%,-11.4,66.3%[activator],-11.1%,0.4%,7.9
COc1ccc(/C=N/Nc2nnc(Cc3ccccc3)c(=O)[nH]2)cc1,16.5%,44.0%[activator],-12.8,37.2%[activator],0.6%,-0.3%,-1.7
Cc1cc(NC(=O)CSc2nc(N)c(NC(=O)c3ccccc3F)c(=O)[nH]2)no1,-11.4%,9.1%,-5.9,?,1.5%,-7.6%,-2.9
O=C(/C=C\c1ccc2c(c1)OCO2)Nc1c2c(nn1-c1ccc(Cl)cc1)CSC2,?,?,-19.9,10.4µM*,2.8%,0.8%,-3.6
Cc1nc(SCC(=O)NC(=O)NCCC(C)C)c2c(-c3cccs3)csc2n1,?,11.7µM*,12.5,?,-8.9%,4.8%,0.6
COc1cc2ccccc2cc1C(=O)Nc1ccc(CN2CCOCC2)cc1,6.31µM*,23.8%,35.4,241.8%[activator],-5.6%,-0.9%,20.2*
COc1ccc([N+](=O)[O-])cc1N(CC(O)CN1CCCC1)S(=O)(=O)c1ccc(C)cc1 (stereo unspecified),?,?,4.2,0.0%,1.8%,1.1%,-2.5
O=C(c1ccncc1)N(c1ccc2oc3c(c2c1)CCCC3)S(=O)(=O)c1cccc([N+](=O)[O-])c1,8.2%,10.9%,-10.2,33.0%[activator],-12.0%,-2.2%,-2.8
O=C(O)CCCN1C(=O)C2C3CCC(O3)C2C1=O (stereo unspecified),16.9%,9.5%,11.8,3.0%,-21.7%,-5.2%,-1.5
CCOc1cccc2c1OC1(CCCCC1)N1N=C(c3cccnc3)CC21 (stereo unspecified),18.9%,21.8%,42.4*,?,-6.0%,-5.8%,40.7*
Cn1cc(CCC(=O)NC2CC2)c2ccccc21,-2.6%,?,11.7,?,0.3%,-2.4%,-2.9
Cc1c(O)c(CN2CCCC2)cc2c1oc(=O)c1ccccc12,?,1.47µM*,-3.3,6.4%,2.8%,1.5%,-1.5
Cc1ccc(C(=O)N2CCN(c3ccc(NC(=O)c4cccnc4)cc3)CC2)cc1,-8.2%,?,-16.0,/,0.7%,-3.7%,-2.2
Cc1cc(C)cc(NC(=O)C(=S)NCc2ccccc2)c1,1.0%,0.6%,0.5,2.4%,-12.1%,5.1%,11.0
O=C(CN1CCSCC1)N/N=C/c1ccc(F)c(F)c1,2.6%,/,11.3,20.5%,-3.4%,2.3%,5.8
Cc1cc(C)c2c(=O)n(CC(=O)Nc3ccc(Br)c(C)c3)sc2n1,?,19.6%,19.1,47.7%[activator],8.91µM*,-22.4%,-2.0
O=C(OCC(=O)c1c[nH]c2ccccc12)c1cccc(S(=O)(=O)N2CCCCCC2)c1,-12.1%,-10.2%,1.9,-30.0%,5.6%,5.2%,0.8
COc1ccccc1CNC(=O)CCS(=O)(=O)c1cccs1,-5.4%,27.9%,32.5,21.1%,-3.1%,-3.6%,9.1
CCNc1nc(NCC)nc(N/N=C/c2ccc(Br)cc2)n1,11.2µM*,?,-4.1,?,0.6%,-5.5%,2.1
CCCCN(C)CCCNC(=O)/C=C1\Sc2ccccc2NC1=O,4.5%,26.0%,1.5,10.5%,-1.6%,8.0%,0.8
O=C(O)C1CCN(C(=O)CCc2ccccc2)CC1,4.6%,13.8%,10.8,-6.7%,-4.0%,6.6%,-2.3
O=C(c1ccc(S(=O)(=O)N2CCOCC2)cc1)N1CCN=C1SCc1cccnc1,?,1.3%,34.7,11.8%,1.4%,1.5%,0.3
Cc1noc(C)c1-c1ccc2ncnc(NCC3CCCCN3C)c2c1 (stereo unspecified),/,4.15µM*,-2.3,2.33µM*,-7.6%,/,-7.2
O=C(NC(=S)Nc1ccc(NC(=O)c2cccs2)cc1)c1ccc([N+](=O)[O-])cc1,-7.6%,5.6%,36.1,-4.3%,3.8%,4.3%,0.6
COc1ccc(OC)c(/C=C2\N=C(c3ccccc3)OC2=O)c1,19.2%,?,/,-17.2%,-5.2%,1.6%,-1.7
CC(C)(C)C(=O)Nc1ccc(N=Nc2ccccc2)cc1,?,26.7%,-2.1,56.5%[activator],5.3%,0.1%,0.9
COC(=O)c1c(NC(=O)CN2CCC3(O)CCCCC3C2c2ccc(F)cc2)sc(C)c1C (stereo unspecified),?,8.28µM*,14.3,?,-6.7%,2.1%,-2.5
O=C(NO)c1ccccc1O,-1.5%[8.37 µM],?,13.7,-17.2%,0.1%,-1.6%,-3.1
O/C(=C\c1nc2ccccc2[nH]1)c1cccs1,9.4%,?,86.6*,?,-17.1%,-14.4%,28.0*
Cc1ccsc1C(=O)C1CCCN(Cc2cccc(-n3cccn3)c2)C1 (stereo unspecified),?,?,18.9,?,11.3%,1.5%,-1.3
Cc1cc(N2CCC(C)CC2)nc(SCC(=O)c2ccccc2)n1,?,?,28.8*,?,-0.4%,2.9%,12.6*
CCN(CC(=O)N1CCOCC1)S(=O)(=O)c1ccc(F)cc1,14.7%,29.3%,-5.7,21.6%,-0.8%,4.1%,-8.8
CCn1c(SCC(=O)OCc2ccccc2)nc2c1c(=O)n(C)c(=O)n2C,0.4%,0.0%,-11.1,?,1.1%,3.1%,10.8
CCn1ccnc1CN(C)Cc1cn[nH]c1-c1ccc(OC)c(F)c1,10.8%,17.3%,27.0,6.9%,-0.7%,9.5%,-2.5
O=C1NC(=O)N(c2ccccc2F)C(=O)/C1=C/c1ccc(Oc2ccc([N+](=O)[O-])cn2)cc1,6.5%,8.9%,-14.5,-4.8%,?,2.0%,-7.8
O=C(CC(=O)NN=C1CCCC1)NCCc1ccccc1,13.5%,33.1%[activator],-0.9,-5.4%,6.8%,-1.3%,-5.2
O=C(CNc1cc(S(=O)(=O)N2CCOCC2)ccc1NCC1CCCO1)Nc1cccc(F)c1 (stereo unspecified),10.3%,-17.6%,-26.5,-24.5%,-0.2%,-10.0%,0.7
Cc1nc(-c2cccs2)sc1C(=O)O,15.5%,133.2%[activator],14.3,-7.1%,4.1%,-8.7%,7.0
O=C(O)CCN1C(=O)S/C(=C\c2cccnc2)C1=O,8.7%,?,-1.4,?,-0.6%,2.4%,-0.8

# Assay outcomes as filed in PubChem.
